tuberculosis growth = growth inhibition of non-replicating M. tuberculosis (AID 488890); inhibition, % at 25 µM; hits with a dose series show IC50 in µM; actives 0.39% (n = 320,000); Mycobacterium tuberculosis non-replicating, growth inhibition; higher % means a stronger effect; in the data active = a potency from the dose series; inconclusive = inhibition mostly from about 82% at the one dose, without a potency; inactive = the rest, 99 in 100 with inhibition below about 76%;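 note: plate controls were DMSO cells for no effect and high antibiotic wells for full effect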
VEEV TC-83 Vero = inhibitors of VEEV TC-83 cytopathic effect, confirmation, Vero cells (AID 588727). Vero cells, VEEV TC-83 cytopathic effect inhibition; higher % means a stronger effect. one-dose inhibition, % at 20 µM; IC50 in µM for titrated hits. actives 0.13% (n = 350,000); in the data active = a potency from the dose series; inconclusive = inhibition mostly from about 14% at the one dose, without a potency; inactive = the rest, 99 in 100 with inhibition below about 12%; note: strong numbers were not always called active
Salmonella PhoP GFP = PhoP regulon inhibitors, Salmonella typhi PhoP promoter GFP reporter, confirmatory (AID 1850). inhibition, % at 50 µM, or IC50 in µM where a hit was titrated. Salmonella Typhi PhoP-promoter GFP reporter, fluorescence, 4 h; higher % means a stronger effect. actives 0.33% (n = 310,000); in the data active = a potency from the dose series; inconclusive = inhibition mostly from about 25% at the one dose, without a potency; inactive = the rest, 99 in 100 with inhibition below about 19%;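 note: 0% = induced wells with vehicle and 100% = uninduced wells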
influenza NS1A = H1N1 influenza NS1A inhibitors, functional cell based assay (AID 504329); inhibition, % at 12.5 µM, or IC50 in µM where a hit was titrated; actives 0.3% (n = 340,000); NS1A functional cell-based assay, percent inhibition; higher % means a stronger effect; in the data active = a potency from the dose series; inconclusive = inhibition above about 27% without an active follow-up result; note: strong numbers were not always called active
H37Rv inhibition = M. tuberculosis growth inhibition, HTS (AID 449762) | actives 0.59% (n = 330,000) | inhibition, % at 25 µM; hits with a dose series show IC50 in µM | M. tuberculosis H37Rv growth inhibition, 7H9 media; higher % means a stronger effect; in the data active = a potency from the dose series; inconclusive = inhibition above about 70% without an active follow-up result;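 note: bacterial growth assessed after seven days of incubation; strong numbers were not always called active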
VEEV TC-83 Vero 10K pilot screen = second read-out of VEEV TC-83 Vero, no call of its own (marks repeat the call); inhibition, %; measured here: 10K pilot screen inhibition
* marks the source's active call; other numbers are inactive results; i = inactive; u = inconclusive; x = no result given.

SMILES | tuberculosis growth | VEEV TC-83 Vero | Salmonella PhoP GFP | influenza NS1A | H37Rv inhibition | others
COc1ccc(NS(=O)(=O)c2cc(NC(=O)C3=NN(c4ccccc4)C(=O)CC3)ccc2OC)cc1 | 12% | 1.8% | x | 3% | -8%
C=CCNC(=O)COc1ccc(S(=O)(=O)NC2CCCCC2)cc1 | -1% | 1.5% | 7% | 3% | -7%
CCCCOC(=O)c1ccc(NC(=S)NC(=O)c2c(Br)c(C)nn2C)cc1 | 70% | 1.4% | -5% | -6% | 92%
COC(=O)/C(=C/c1ccc(F)cc1)NC(C)=O | 5% | 0.7% | 1% | 15% | 1%
COc1cc(Nc2cc(C)nc3ncnn23)cc(OC)c1OC | 3% | i | -2% | -3% | -1%
N#Cc1c(NC(=O)c2ccc(Cn3cc(Br)cn3)o2)sc2c1CCCCC2 | 8% | 6.9% | 1% | 1% | u
CN1CCN(S(=O)(=O)c2cccc(C(=O)Oc3cccc(C#N)c3)c2)CC1 | -14% | 1.6% | -3% | -12% | 9%
S=C(Nc1cc(Cl)ccc1Oc1ccccc1)N1CCN(c2ccccn2)CC1 | -1% | 1.3% | 14% | -21% | 16%
COC(=O)CCc1c[nH]c2ccc([N+](=O)[O-])cc12 | x | 1.2% | x | 2% | x
O=C(CN1CCCCC1)Nc1ccc(S(=O)(=O)N2CCCCCC2)cc1 | 9% | 0.5% | -7% | 16% | -6%
COc1cccc(CNS(=O)(=O)c2c(C(=O)N3CCCCCC3)c(C)n(C)c2C)c1 | 9% | i | -1% | 1% | -5%
CCc1ccc(NC(=S)Nc2ccc(S(=O)(=O)Nc3ncccn3)cc2)cc1 | u | 1.0% | 2% | 3% | 10%
COc1ccccc1-n1c(-c2cc(-c3ccc(F)cc3)n[nH]2)n[nH]c1=S | -7% | 10% | 9% | -12% | 0%
CCC(C)(C)NC(=O)Cn1c(-c2ccccc2)cc(C(C)=O)c1C | 6% | i | -6% | -2% | -4%
Nc1ccc(-c2nc3c(ccc4ccccc43)[nH]2)cc1 | 36% | 4.0% | -16% | 6% | 6%

The last 7 entries of the part before open the next one.
SMILES | tuberculosis growth | VEEV TC-83 Vero | Salmonella PhoP GFP | influenza NS1A | H37Rv inhibition | others
COC(=O)CCc1c[nH]c2ccc([N+](=O)[O-])cc12 | x | 1.2% | x | 2% | x
O=C(CN1CCCCC1)Nc1ccc(S(=O)(=O)N2CCCCCC2)cc1 | 9% | 0.5% | -7% | 16% | -6%
COc1cccc(CNS(=O)(=O)c2c(C(=O)N3CCCCCC3)c(C)n(C)c2C)c1 | 9% | i | -1% | 1% | -5%
CCc1ccc(NC(=S)Nc2ccc(S(=O)(=O)Nc3ncccn3)cc2)cc1 | u | 1.0% | 2% | 3% | 10%
COc1ccccc1-n1c(-c2cc(-c3ccc(F)cc3)n[nH]2)n[nH]c1=S | -7% | 10% | 9% | -12% | 0%
CCC(C)(C)NC(=O)Cn1c(-c2ccccc2)cc(C(C)=O)c1C | 6% | i | -6% | -2% | -4%
Nc1ccc(-c2nc3c(ccc4ccccc43)[nH]2)cc1 | 36% | 4.0% | -16% | 6% | 6%
COc1ccc(C(=O)N(c2ccccn2)C2CCCCC2)c(OC)c1 | 3% | 1.6% | 6% | 1% | -17%
COc1ccccc1N1CCN(C(=O)c2cc(C)on2)CC1 | -1% | 1.7% | 3% | -5% | 22%
CN(CC(=O)N1CCN(c2ccccn2)CC1)S(=O)(=O)c1cccc2nsnc12 | -5% | 1.1% | -3% | -4% | 1%
Cc1ccc(N(CC(=O)NCC2CCCO2)C(=O)CCC(=O)Nc2ccccn2)cc1 (stereo unspecified) | -2% | 8.7% | 4% | -10% | 1%
CC(C)N(C(=O)CSc1nnc(Cn2nnc3ccccc32)n1C)C(C)C | -12% | 1.7% | 15% | -22% | 1%
C[C@]12CCC3C(CC[C@H]4CC(=O)CC[C@]34C)C1CCC2=O (stereo partly specified) | 15% | 1.1% | x | 10% | -2%
O=C(OCc1ccccc1F)c1cc2ccccc2cc1O | 66% | 0.0% | 0% | -4% | u
CN(c1ccccc1C(=O)N1CCN(c2ccccc2)CC1)S(C)(=O)=O | -4% | 0.7% | -2% | 7% | -6%
O=C(NCc1n[nH]c(=S)n1-c1cccc(C(F)(F)F)c1)c1ccco1 | 4% | 0.8% | 3% | -15% | -3%
Cc1ccc(S(=O)(=O)N2CCOCC2)c(C)c1NS(C)(=O)=O | -13% | 0.6% | -6% | -6% | -1%
O=C(C[C@H]1C/C=C\C[C@H](NC(=O)OCC2c3ccccc3-c3ccccc32)C(=O)OC[C@@H]2CCCN2C1=O)NCCO | 38% | 0.2% | x | 3% | -1%
Cc1cc(=O)n2[nH]c(=O)c(N=Nc3ccccc3)c2[nH]1 | 20% | 0.7% | 0% | -18% | 63%
CCCNC(=O)Nc1cc(OC)c(OC)cc1Cc1nccc2cc(OC)c(OC)cc12 | -11% | i | 11% | -3% | 1%
Cc1ccc(S(=O)(=O)NCC2CCC(C(=O)N3CCOCC3)CC2)cc1 (stereo unspecified) | -9% | 2.6% | -9% | -20% | -4%
c1ccc(COc2ccc(OCCN3CCCC3)cc2)cc1 | 33% | i | 0% | 16% | 5%
CC(C)NC(=O)NC(=O)COC(=O)/C=C/c1ccc2c(c1)OCO2 | 68% | i | 7% | -6% | -3%
CCOC(=O)Cn1c(=O)oc2cc(S(=O)(=O)N(CCN(C)C)Cc3ccccc3)ccc21 | 0% | 0.3% | -10% | 3% | -5% | VEEV TC-83 Vero 10K pilot screen=0.0
Cc1cc(C)n(-c2ccc(C(=O)OCC(=O)Nc3ccc(Cl)c(S(=O)(=O)N(C)C)c3)cc2)n1 | 20% | 1.7% | 0% | 4% | 54%
CC(C)CNC(CC(=O)O)c1ccccc1 (stereo unspecified) | -3% | 0.8% | 25% | -3% | 0%
CC1=[N+](C)N(c2ccccc2)C(=O)C1N=Cc1ccccc1Cl (stereo unspecified) | 10% | 0.6% | -5% | 0% | 0%
Cc1cccc(NC(=O)CCN2CC(C)OC(C)C2)c1 (stereo unspecified) | -3% | 0.3% | -7% | -1% | 0%
CCNC(=S)N1CCn2cccc2C1c1ccc(F)cc1 (stereo unspecified) | -21% | 2.3% | 3% | 3% | 1%
Cc1nn(C)cc1CN1CCC(n2nccc2NC(=O)CCCc2ccccc2)CC1 | 6% | i | -9% | -2% | 0%
CC1(C)Cc2c(C#N)c(N3CCNCC3)nc(-c3ccco3)c2CS1 | 39% | u | 4% | -6% | u
Cc1ccsc1CN(C)C(=O)c1cc(S(=O)(=O)N2CCOCC2)ccc1N1CCCC1 | 17% | 2.2% | x | -11% | -10%
CN(C)c1ccc(C(=O)Nc2cccc(S(=O)(=O)N3CCCC3)c2)cc1 | 22% | 0.5% | x | -13% | 9%
CCOC(=O)C1=CNS(=O)(=O)NC1c1ccc(Br)cc1F (stereo unspecified) | x | 0.2% | x | -11% | x
NS(=O)(=O)c1cnccc1Nc1cccc(Br)c1 | 7% | i | -13% | -21% | 2%
CCOC(=O)c1cccc(NC(=O)CCc2nc(-c3ccc(C)cc3)no2)c1 | 74% | 1.2% | -5% | 0% | u
CC(=O)c1cccc(NC(=O)C2=CN3CCS(=O)(=O)N=C3C=C2)c1 | 2% | 2.6% | x | -12% | -10%
CCOc1ccc(C2Nc3cccc4cccc(c34)N2)cc1OC | 24% | 7.8% | -28% | -15% | 6%
COc1ccc(NC(=O)C(=O)NCCC2CCCCN2S(=O)(=O)c2cccs2)cc1 (stereo unspecified) | 26% | i | -4% | -2% | 10%
COc1ccc(-n2c(SCC(=O)NC3CCCCC3)nc3ccsc3c2=O)cc1 | 4% | i | 8% | 1% | 6%
CC(C)c1cc(CN2CCN(Cc3ccc(F)c(F)c3)C(CCO)C2)[nH]n1 (stereo unspecified) | 28% | i | 9% | -6% | -1%
CCC1Oc2ccc(C)cc2N(CC(=O)NCc2cccs2)C1=O (stereo unspecified) | 16% | i | -13% | -6% | -2%
O=C(CC1C[C@H](C(=O)N2CCOCC2)[C@@]2(CCC3CCCC3)c3[nH]c4ccccc4c3CCN2C1=O)NCc1ccco1 (stereo partly specified) | -4% | i | x | -13% | -1%
CC1CN(Cc2cc(=O)[nH]c(C3CC3)n2)CC(C)O1 (stereo unspecified) | 6% | 1.7% | -16% | 9% | 7%
CN1CCN(NC(=O)c2cccc(Br)c2)CC1 | -3% | 0.1% | -1% | -8% | -2%
CCC1=C2CC[C@H]3C(=O)NC(=O)[C@H]3[C@H]2[C@@]2(Cc3ccccc3)C(=NCC(=O)OC)OC(=O)N2C1=O | -4% | i | 2% | 7% | -7% | VEEV TC-83 Vero 10K pilot screen=1.2
CCOc1ccc(N2C(=O)C3C4C=CC([C@H]5CC45)[C@@H]3C2=O)cc1 (stereo partly specified) | -13% | 0.8% | 7% | -21% | 3%
CC(=O)Nc1ccc(NC(=O)Cn2c(-c3ccc(F)cc3)cnc2SCC(=O)Nc2c(C)cccc2C)cc1 | 0% | i | -9% | 2% | -14%
COC(=O)c1ccccc1NC(=O)N1CCN(Cc2ccco2)CC1 | 11% | 0.1% | 5% | -18% | 11%
CSCCC(=O)N1CCCC(N(C)CCc2ccccc2)C1 (stereo unspecified) | -49% | 0.4% | 4% | 4% | -1%
CC1CCCC(NC(=O)Cn2cc([N+](=O)[O-])ccc2=O)C1C (stereo unspecified) | -16% | 3.3% | x | -3% | -3%
CN1CCc2cccc3c2C1Cc1ccc(O)c(O)c1-3 (stereo unspecified) | 57% | i | -1% | 5% | 35%
CCCNS(=O)(=O)c1ccc(OC)c(Cl)c1Cl | -6% | 0.6% | 9% | -1% | -3%
COc1cc(C(=O)O)cc(NC(=O)c2ccco2)c1OC | -1% | 1.0% | 0% | -3% | 0%
O=C(NCCc1ccccc1)C1CCCN1S(=O)(=O)c1cccc2nsnc12 (stereo unspecified) | -14% | i | -5% | 0% | -3%
Cc1ccnc(SCC(=O)N2CCN(C(c3ccccc3)c3ccccc3)CC2)n1 | 25% | i | -8% | 0% | 6%
CCn1c(=O)cc(OCC(=O)NC2CCCCC2)c2ccccc21 | 13% | 1.3% | -5% | -22% | -2%
O=C1N=C(N2CCN(c3ccccc3)CC2)S/C1=C\c1ccco1 | 26% | i | -3% | -10% | 4%
Cc1nnc(NC(=O)CSc2nnc(-c3ccoc3C)n2CC(C)C)s1 | 0% | 0.9% | 11% | -6% | 10%
COc1ccc(C(=O)Cn2c3ccccc3n3nc(CCC(=O)O)c(=O)nc23)cc1OC | -6% | i | 6% | -11% | 0%
O=C(CN1CCN(C(=O)C2CCC2)CC1)Nc1ccc(F)cc1 | -4% | 2.3% | x | -16% | -3%
O=C(CSc1nc2ccccc2c(=O)n1NC(=O)Cc1ccccc1)NCc1ccccc1Cl | 14% | i | 5% | -8% | -5%
CN(Cc1ccccc1)C1CCNCC1 | -9% | i | -9% | -4% | 0%
O=C(Oc1ccc(Cl)cc1N1C(=O)CCC1=O)c1ccco1 | -9% | 0.3% | 2% | 5% | -5%
CCCCSc1nnc(C)c(=O)[nH]1 | 1% | 0.1% | -10% | 4% | -4%
Nc1nonc1-n1nnc(C(=O)N/N=C/c2cccc(F)c2)c1CN1CCCCCC1 | 4% | 1.1% | -9% | 8% | 9%
CCc1ccc2c(c1)cc(CN(C(=S)Nc1ccccc1Cl)C1CC1)c1nnnn12 | 5% | i | -9% | -2% | 0%

Already shown: an excerpt of the list.
SMILES | tuberculosis growth | VEEV TC-83 Vero | Salmonella PhoP GFP | influenza NS1A | H37Rv inhibition | others
Nc1nonc1-n1nnc(C(=O)N/N=C/c2cccc(F)c2)c1CN1CCCCCC1 | 4% | 1.1% | -9% | 8% | 9%
CCc1ccc2c(c1)cc(CN(C(=S)Nc1ccccc1Cl)C1CC1)c1nnnn12 | 5% | i | -9% | -2% | 0%

(more compounds)
SMILES | tuberculosis growth | VEEV TC-83 Vero | Salmonella PhoP GFP | influenza NS1A | H37Rv inhibition | others
Cc1cc(C)cc(C(=O)NCC(=O)NCCc2c[nH]c3ccccc23)c1 | 26% | 1.3% | -5% | 10% | 3%
Cc1cccc(C(=O)Nc2cc(S(=O)(=O)N3CCOCC3)ccc2N2CCCC2)c1 | x | 9.0% | x | -4% | x
CC1(C(=O)OCC(=O)Nc2nc(-c3ccc(F)c(F)c3)cs2)CC1(Cl)Cl (stereo unspecified) | 80% | 7.2% | -1% | -12% | 50%
O=C(Nc1cccc(C(=O)N2CCCCCC2)c1)c1ccco1 | -3% | 0.3% | 4% | 1% | -5%
O=C(COC(=O)c1cc(Br)ccc1O)NC12CC3CC(CC(C3)C1)C2 | 1% | 3.5% | x | -14% | -4%
COc1ccc(OCC(O)CN2CC(C)OC(C)C2)cc1 (stereo unspecified) | 19% | 0.9% | 3% | -10% | 4%

Screens as filed in PubChem BioAssay.
